# Compound activity as filed in PubChem BioAssay.
# MrgX1 allo act: positive allosteric modulators of MrgX1, primary screen, HEK293 cells, Fluo-4 calcium flux; Mas-related G-protein coupled receptor member X1 (Homo sapiens), Q96LB2; FDSS; hits give high values; B-score at 10 µM; 310,000 tested, 0.63% active;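 active = plate-corrected calcium response at least 3 library SD above typical, normal starting fluorescence, not activating the receptor alone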;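 note: compound read alongside a low EC10 to EC30 dose of BAM8-22 agonist; peak minus trough fluorescence over baseline measured at the second addition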
# TMEM16A act: TMEM16A chloride channel activators or potentiators, primary screen, cell-based, HTS. HEK293 TMEM16A/YFP-H148Q/I152L, iodide quench fluorescence; hits give low values. B-score at 10 µM. 340,000 tested, 0.3% active;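 active = fluorescence-ratio B-score plate-corrected deviation score at least 3 library SD below zero, with starting fluorescence score within 5 deviations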;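 note: channel opened by trigger with iodide after compound preincubation; score built on the fluorescence ratio of max minus min over baseline; more negative score means more quench and so TMEM16A activation or potentiation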
# TMEM16A inh: TMEM16A chloride channel inhibitors, primary screen, cell-based, HTS | HEK293 TMEM16A/YFP iodide influx fluorescence, ionomycin | normalized B-score (activity score, 25-100; higher = stronger inhibition) at 10 µM | Anoctamin-1 (Mus musculus), Q8BHY3 | AID 588511, 2011 | 310,000 tested, 1.2% active;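 active = ratio plate-corrected score three or more library SD toward inhibition, starting fluorescence score within five deviations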;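 note: score derived from kinetic fluorescence span divided by baseline fluorescence per well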
# SKKanGAS inh: S. pyogenes SKKanGAS growth inhibitors in kanamycin, primary screen, streptokinase expression inhibitor project, SKKanGAS strain, BacTiter-Glo luminescence; 6 h; inhibition, % at 7.5 µM; 300,000 tested, 1.3% active; AID 1662, 2009;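 active = mean replicate score, as percent of positive control median, at least 50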;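 note: strain carries kanamycin resistance gene driven by streptokinase promoter and grows in 40 µg/ml kanamycin; loss of luminescence reflects streptokinase promoter inhibition or plain growth inhibition; 0% = median of DMSO wells and 100% = positive control at its reference dose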
# TRPC4 inh: inhibitors of mouse TRPC4 channel, primary screen, Fluo4 calcium, HEK293 TRPC4beta/mu-opioid cells | Short transient receptor potential channel 4 (Mus musculus), Q9QUQ5 | DAMGO-evoked Fluo4 calcium flux; hits give low values | B-score at 10 µM | 300,000 tested, 0.39% active | AID 2247, 2010;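 active = B-score over 3 SD under the library average, no early fluorescence shift, positive overall ratio signal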
# Target sequence (Q9QUQ5 whole entry, looked up): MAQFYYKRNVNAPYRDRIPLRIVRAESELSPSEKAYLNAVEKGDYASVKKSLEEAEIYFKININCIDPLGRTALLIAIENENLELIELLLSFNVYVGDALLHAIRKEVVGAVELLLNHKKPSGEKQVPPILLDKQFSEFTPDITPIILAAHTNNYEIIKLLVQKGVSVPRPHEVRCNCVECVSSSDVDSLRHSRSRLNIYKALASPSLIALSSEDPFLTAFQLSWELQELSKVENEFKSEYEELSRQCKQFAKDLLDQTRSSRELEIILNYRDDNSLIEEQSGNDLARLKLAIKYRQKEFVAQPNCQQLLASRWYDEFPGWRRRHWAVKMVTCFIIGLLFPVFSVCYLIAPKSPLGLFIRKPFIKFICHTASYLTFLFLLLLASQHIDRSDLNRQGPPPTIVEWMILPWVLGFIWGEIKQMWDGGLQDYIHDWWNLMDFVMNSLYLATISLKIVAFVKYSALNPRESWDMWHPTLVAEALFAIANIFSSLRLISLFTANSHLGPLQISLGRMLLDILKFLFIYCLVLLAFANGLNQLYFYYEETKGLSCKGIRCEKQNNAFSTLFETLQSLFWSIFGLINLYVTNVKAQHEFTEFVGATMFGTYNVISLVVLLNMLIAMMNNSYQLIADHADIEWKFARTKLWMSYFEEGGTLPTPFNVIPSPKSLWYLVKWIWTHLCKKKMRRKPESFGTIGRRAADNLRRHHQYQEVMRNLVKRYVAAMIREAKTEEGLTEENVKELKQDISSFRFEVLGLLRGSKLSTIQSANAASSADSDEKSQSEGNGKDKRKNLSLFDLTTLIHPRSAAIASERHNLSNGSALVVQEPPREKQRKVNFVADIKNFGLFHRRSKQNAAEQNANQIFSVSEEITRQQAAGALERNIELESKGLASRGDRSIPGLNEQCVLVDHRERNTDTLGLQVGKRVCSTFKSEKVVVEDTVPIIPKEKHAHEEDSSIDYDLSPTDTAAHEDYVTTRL
#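 Test system – stable TRPC4beta/mu-opioid receptor HEK293 cells · Probe or stimulus – DAMGO, a submaximal dose followed by a maximal one · Dosing – one concentration per compound · Signal – Fluo4 calcium fluorescence by kinetic imaging, 5 s 1 Hz baseline · Evaluation – per-well B score of integrated baseline-normalized Fluo4 ratio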
# TRPC4 potent: positive allosteric modulators of TRPC4, primary screen, cell-based, mouse TRPC4beta, HEK293 mu-opioid, Fluo-4 calcium | AID 2227, 2009 | B-score at 10 µM | Short transient receptor potential channel 4 (Mus musculus), Q9QUQ5 | DAMGO EC20, Fluo-4 Ca2+ flux; hits give high values | 310,000 tested, 0.42% active;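 active = B-score of calcium response area above 5 SD of library B-scores, with initial fluorescence ratio within 5 SD of library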;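 note: B-score of integrated fluorescence ratio over time as area under calcium response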
# MrgX1 antag: antagonists of human MrgX1 receptor, primary screen, HEK293 cells, Fluo-4 calcium flux | Mas-related G-protein coupled receptor member X1 (Homo sapiens), Q96LB2 | B-score at 10 µM | 310,000 tested, 1.3% active | BAM8-22 antagonism; hits give low values;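 active = calcium-response B-score plate-corrected more than 3 library SD below zero, starting fluorescence within 5 deviations, no agonist response on first addition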;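 note: peak minus trough fluorescence over baseline after final BAM8-22 challenge near maximal dose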
# MrgX1 agonist: agonists of human MrgX1 receptor, primary screen, HEK293 cells, Fluo-4 calcium flux; Mas-related G-protein coupled receptor member X1 (Homo sapiens), Q96LB2; Fluo-4 calcium fluorescence, agonist mode; hits give high values; B-score at 10 µM; 310,000 tested, 0.44% active;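 active = calcium response B-score plate-corrected fluorescence ratio at least 3 library SD, with starting fluorescence B-score inside 5 SD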
#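 System: HEK293 cells stably expressing human MrgX1 receptor; Dosing: test compound in the initial addition of three; Schedule: overnight plating, then 30 min 37 °C plus 30 min room-temperature dye loading; Detection: kinetic calcium dye fluorescence, Fluo-4 NW; Controls: per-plate positive and negative controls for Z′ factor.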
# TRPC6 act: mouse TRPC6 channel activators, primary screen, cell-based, HEK293, membrane potential dye. HEK293-TRPC6 membrane potential dye fluorescence; hits give high values. Short transient receptor potential channel 6 (Mus musculus), Q61143. 310,000 tested, 0.13% active. B-score at 10 µM;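 active = B-score of the integrated fluorescence ratio above library mean plus 3 SD, and starting fluorescence ratio within library mean plus 5 SD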;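 note: higher score means more depolarization so channel activation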
# TRPC6 inhibitor: mouse TRPC6 channel inhibitors, primary screen, cell-based, HEK293, membrane potential dye; Short transient receptor potential channel 6 (Mus musculus), Q61143; ACh-evoked depolarization; hits give low values; B-score at 10 µM; 310,000 tested, 1.1% active; AID 2553, 2010;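 active = B-score under library mean minus 3 SD, initial fluorescence not abnormally high, positive integrated signal ratio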;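 note: B-score derived from integrated fluorescence ratio over the kinetic read; more negative B-score means stronger inhibition of depolarization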
# TRPC4 act: activators of mouse TRPC4 channel, primary screen, Fluo4 calcium, HEK293 TRPC4beta/mu-opioid cells; Fluo4 calcium fluorescence; hits give high values; B-score at 10 µM; 310,000 tested, 0.49% active;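 active = B-score above 5 SD of library B-scores, and initial fluorescence ratio not above library mean plus 5 SD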;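 note: positive B-score marks a calcium rise read as TRPC4 activation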
#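 Incubation: 45 min room-temperature Fluo4 loading, 110 s read / System: HEK293 cells stably co-expressing mouse TRPC4beta and mu-opioid receptor / Signal: Fluo4 fluorescence, kinetic / Control set: buffer (low) and maximal DAMGO (high) / Measure: integrated baseline-normalised fluorescence ratio, converted to per-well B score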
# Numbers without * were called inactive; i = inactive; . = no result given.
SMILES,MrgX1 allo act,TMEM16A act,TMEM16A inh,SKKanGAS inh,TRPC4 inh,TRPC4 potent,MrgX1 antag,MrgX1 agonist,TRPC6 act,TRPC6 inhibitor,TRPC4 act
CCOC(=O)C1=CC(=C2C(=O)N(CC)C(=S)N(CC)C2=O)c2ccccc2O1,i,.,i,2.5,i,i,i,i,i,i,i
COc1ccc(-n2c(O)c(C(C)=Nc3ccc4c(c3)CCC4)c(=O)[nH]c2=O)cc1,i,i,i,-1.8,i,i,i,i,i,i,i
Clc1ccc2c(c1)C(OC1CN3CCC1CC3)c1ccccc1CS2 (stereo not drawn),i,i,i,0.5,i,i,i,i,i,i,i
CCCCCn1c(=O)c(C(=O)Nc2ccccc2S(N)(=O)=O)c(O)c2ccccc21,i,i,i,42.8,i,i,i,i,i,i,i
C[C@H]1CC[C@H]2NCCN[C@H]2C1,i,i,i,-3.4,i,i,i,i,i,i,i
NCC(CC(=O)O)C1CCCCC1 (stereo not drawn),i,i,i,-2.9,i,i,i,i,i,i,i
CN1CCN(c2ccc([N+](=O)[O-])c(N3CCCCC3)c2)CC1,i,i,i,-10.2,i,i,i,i,i,i,i
c1cncc(CNC2CCCCC2)c1,i,i,i,11.6,i,i,i,i,i,i,i
C1=C(CCNCc2ccccc2)CCCC1,i,i,i,1.0,i,i,i,i,i,i,i
Cc1cc(C)n2nc(C)[n+](C)c2n1,i,i,i,-1.6,i,i,i,i,i,i,i
O=C1CC(C(=O)N2CCC3(CC2)OCCO3)CN1CCc1ccccc1 (stereo not drawn),i,i,i,-10.7,i,i,i,i,i,i,i
CCOP(=O)(OCC)C(Cc1ccccc1)NC(C)=O (stereo not drawn),i,i,i,4.2,i,i,i,i,i,i,i
CC1=CC(=C2C(=O)NC(=S)NC2=O)C=C(C(F)(F)F)N1Cc1ccccc1,i,i,i,4.1,i,i,i,i,i,i,i
C/C(=N/OC(=O)N(C)C)c1ncc(C(F)(F)F)cc1N1CCOCC1,i,i,i,-3.1,i,i,i,i,i,i,i
Cc1ccc(N2C(=O)NC(=O)/C(=C/C=C/c3ccco3)C2=O)cc1,i,i,i,4.9,i,i,i,i,i,i,i
COc1ccc(CCNCc2cccn2C)cc1,i,i,i,0.2,i,i,i,i,i,i,i
FC(F)(F)c1ccc2c(c1)NP(=S)(N1CCOCC1)c1nccn1-2 (stereo not drawn),i,i,i,-1.3,i,i,i,i,i,i,i
COc1ccccc1N1CCN(Cc2c(F)cccc2F)CC1,i,i,i,-5.8,i,i,i,i,i,i,i
CCOc1cc(/C=C2\C(=O)NC(=O)N(CCc3ccc(F)cc3)C2=O)ccc1O,i,i,i,-2.3,i,i,i,i,i,i,i
Cc1cc(Oc2cc(NN3CCCCC3)c([N+](=O)[O-])cc2[N+](=O)[O-])ccc1[N+](=O)[O-],i,i,i,6.9,i,i,i,i,i,i,i

# Looked up one by one from the list above (2):
SMILES,MrgX1 allo act,TMEM16A act,TMEM16A inh,SKKanGAS inh,TRPC4 inh,TRPC4 potent,MrgX1 antag,MrgX1 agonist,TRPC6 act,TRPC6 inhibitor,TRPC4 act
C/C(=N/OC(=O)N(C)C)c1ncc(C(F)(F)F)cc1N1CCOCC1,i,i,i,-3.1,i,i,i,i,i,i,i
Cc1cc(Oc2cc(NN3CCCCC3)c([N+](=O)[O-])cc2[N+](=O)[O-])ccc1[N+](=O)[O-],i,i,i,6.9,i,i,i,i,i,i,i

# (continued)
SMILES,MrgX1 allo act,TMEM16A act,TMEM16A inh,SKKanGAS inh,TRPC4 inh,TRPC4 potent,MrgX1 antag,MrgX1 agonist,TRPC6 act,TRPC6 inhibitor,TRPC4 act
CC(C)n1c(=O)c(C=Nc2ccc(Cl)cc2)c(O)n(Cc2ccco2)c1=O,i,.,i,5.0,i,i,i,i,i,i,i
COc1ccc(CN2CC=C(c3ccc(F)cc3)CC2)cc1Br,i,i,i,-0.2,i,i,i,i,i,i,i
COc1ccc(F)cc1C(=O)C1CCCN(Cc2ccc(O)cc2)C1 (stereo not drawn),i,i,i,-0.7,i,i,i,i,i,i,i
CC(=O)Cc1ccc(OC(C)C)cc1,i,i,i,-6.0,i,i,i,i,i,i,i
CC1CN(C(=O)CCC(=O)N2CCC3(CC2)OCCO3)c2cc(Cl)ccc2O1 (stereo not drawn),i,i,i,40.6,i,i,i,i,i,i,i
CCCNC(=O)c1c(N)n(Cc2ccco2)c2nc3ccccc3nc12,i,.,i,33.6,i,i,i,i,i,i,i
COc1cccc(CC(=O)N2CCN(Cc3cccc(Cl)c3)CC2)c1,i,i,i,-3.1,i,i,i,i,i,i,i
CCC(=NCCO)c1c(O)n(-c2ccc(Cl)cc2)c(=O)[nH]c1=O,i,i,i,-5.6,i,i,i,i,i,i,i
C/C=C(\C)C(=O)N[C@@H](c1ccccc1)[C@@H](O)C(=O)O[C@H]1C[C@@]2(O)[C@@H](OC(=O)c3ccccc3)C3[C@](C)(C(=O)[C@H](O)C(=C1C)C2(C)C)[C@@H](O)C[C@H]1OC[C@@]31OC(C)=O (stereo partly drawn),i,i,i,0.6,i,i,i,i,i,i,i
CCOC(=O)c1cc(C(O)(C(=O)OC)C(F)(F)F)c(/N=C/N(C)C)o1 (stereo not drawn),i,i,i,-1.0,i,i,i,i,i,i,i
O=C(NC(=O)c1c(F)cccc1F)Nc1cc(Cl)c(F)c(Cl)c1F,i,i,i,2.7,i,i,i,i,i,i,i
COCCNC(=O)CN1C(=O)C(C)N=C(c2ccccc2)c2cc(Cl)ccc21 (stereo not drawn),i,i,i,2.4,i,i,i,i,i,i,i
O=C1CC(=O)N(c2cccc(Br)c2)C(=O)N1,i,i,i,1.8,i,i,i,i,i,i,i
CCN(CC)c1ccc(N=Cc2c(O)[nH]c(=O)[nH]c2=O)cc1,i,i,i,15.9,i,i,i,i,i,i,i
O=C(Nc1ccccc1OC(=O)N1CCCCC1)N1CCCCC1,i,i,i,-6.8,i,i,i,i,i,i,i
CN1CCN(c2ncnc3nc[nH]c23)CC1,i,i,i,0.7,i,i,i,i,i,i,i
CC1(C)NCCN2C(=O)CSC21 (stereo not drawn),i,i,i,1.5,i,i,i,i,i,i,i
CCOc1ccc(N=Cc2c(O)n(CCc3ccc(OC)c(OC)c3)c(=O)[nH]c2=O)cc1,i,i,i,2.9,i,i,i,i,i,i,i
C=CCN1C(=O)NC(=O)/C(=C/c2ccc(OCC(=O)Nc3ccc(C)cc3)cc2)C1=O,i,i,i,4.3,i,i,i,i,i,i,i
CCCCCn1c(N)c(C(=O)NCc2cccs2)c2nc3ccccc3nc21,i,.,i,9.7,i,i,i,i,i,i,i
Cc1nn(C2CCOC(C)(C)C2)c2c1C(c1ccc(OC(C)C)cc1)SCC(=O)N2 (stereo not drawn),i,i,i,-1.8,i,i,i,i,i,i,i
COc1cc(OC)c(C=O)c(OC(=O)N(C)C)c1,i,i,i,2.9,i,i,i,i,i,i,i
NNC(N)=O,i,i,i,.,.,.,i,i,.,.,.
O=C1NC(=S)NC(=O)C1=Cc1ccc(OCC(=O)N2CCCC2)cc1,i,i,i,-2.0,i,i,i,i,i,i,i
CC(C)OCC(O)CN1CC2C[C@@H](C1)Cn1c2cccc1=O (stereo partly drawn),i,i,i,-2.8,i,i,i,i,i,i,i
c1ccc(NC2=NCCS2)cc1,i,i,i,-15.8,i,i,i,i,i,i,i
Cc1ccc2c(c1)=C/C(=C\c1c(O)[nH]c(=O)[nH]c1=O)C(=O)N=2,i,i,i,-1.9,i,i,i,i,i,i,i
COc1ccc(N2C(=O)/C(=C/c3ccc(N(C)C)o3)C(=O)NC2=S)cc1,i,i,i,2.2,i,i,i,i,i,i,i
O=C(c1ccccc1F)c1cn(Cc2ccccc2)c2ccccc12,i,i,i,13.9,i,i,i,i,i,i,i
O=C(CN1CCCC1=O)NCCc1ccccc1,i,i,i,-6.6,i,i,i,i,i,i,i
CN1CCN(c2ccc(S(=O)(=O)C(F)(F)F)cc2[N+](=O)[O-])CC1,i,i,i,-4.0,i,i,i,i,i,i,i
C=CCn1c(O)c(/C=N/NC(=O)c2ccncc2)c(=O)[nH]c1=O,i,i,i,-4.5,i,i,i,i,i,i,i
COP(=O)(OC)C(NC(=O)C(C)(C)C)=C(Cl)Cl,i,i,i,4.8,i,i,-5.77*,i,i,i,i
O=[N+]([O-])c1cc(-n2cnnn2)c(O)c([N+](=O)[O-])c1,i,i,i,1.6,i,i,i,i,i,i,i
CCCCCCN1CCN(c2ccc(Cl)cc2)CC1,i,i,i,-1.3,i,i,i,i,i,i,i
Cc1nn(Cc2c(Cl)cccc2Cl)c(Cl)c1C(=O)O,i,i,i,-7.7,i,i,i,i,i,i,i
CC12CC[C@H]3[C@@H](CCC4(O)C[C@H](O)CCC34/C=N/NC(=O)c3ccccc3O)C1(O)CCC2C1=CC(=O)OC1 (stereo partly drawn),i,i,i,5.5,i,i,i,i,i,i,i
COc1cc2c(cc1OC)-c1c(OC)c(OC)cc3c1C(C2)N(C)CC3 (stereo not drawn),i,i,i,-0.5,i,i,i,i,i,-5.43*,i
CC1CCCCN1C(=O)c1ccc(N2CC3CC(C2)c2cccc(=O)n2C3)c([N+](=O)[O-])c1 (stereo not drawn),i,i,i,-11.1,i,i,i,i,i,i,i
CC(C)C(=O)Nc1ccc(S(=O)(=O)N2CC3CC(C2)c2cccc(=O)n2C3)cc1 (stereo not drawn),i,i,i,2.0,i,i,i,i,i,i,i
NC(=O)CSP(=O)(c1ccccc1)c1ccccc1,i,i,i,.,.,.,i,i,.,.,.

# The list is partial. The share of hits here may be higher or lower than overall.
